# GLP1R ag: qHTS of GLP-1 Receptor Agonists; Potency, µM (top dose mostly 45.6 µM), inactives show at the highest dose activation, hits mostly activators; HEK293 GLP-1R CRE-luciferase, luminescence, 4-6 h; cells express a hypersensitive GLP-1R form; actives 0.007% (n = 380,000); note: potency is the fitted concentration of half-maximal effect; % of control where 0% means no effect
# Target sequence (P43220 whole entry, looked up): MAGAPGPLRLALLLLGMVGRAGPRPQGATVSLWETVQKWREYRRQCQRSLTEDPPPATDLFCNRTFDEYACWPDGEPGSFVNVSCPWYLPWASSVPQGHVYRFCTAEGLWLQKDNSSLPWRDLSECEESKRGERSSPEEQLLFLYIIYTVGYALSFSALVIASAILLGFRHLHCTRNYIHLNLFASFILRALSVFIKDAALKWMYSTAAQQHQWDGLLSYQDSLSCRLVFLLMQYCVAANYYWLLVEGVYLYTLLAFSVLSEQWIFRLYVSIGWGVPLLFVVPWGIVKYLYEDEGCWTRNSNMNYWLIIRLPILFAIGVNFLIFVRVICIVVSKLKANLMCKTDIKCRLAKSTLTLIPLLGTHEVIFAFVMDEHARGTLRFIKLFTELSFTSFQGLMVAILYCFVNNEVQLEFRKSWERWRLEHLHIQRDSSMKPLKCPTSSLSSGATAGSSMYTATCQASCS
# FUS yeast rescue: qHTS for Suppressors of FUS Proteinopathy: Primary screen using FUS-linked yeast assay; actives 0.24% (n = 390,000); S. cerevisiae FUS-expressing, growth rescue, OD600, 24 h; AID 1347120, 2019; Potency, µM (series often up to 76.6 µM), inactives show top-dose growth rescue (activation), hits mostly activators;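 note: potency is the fitted concentration of half-maximal effect; plate controls were DMSO vehicle for no effect and reference control for full effect; nearly all actives have a fitted effect of over 55% in size; some results filed as inactive show a strong effect at the top dose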
#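 Yeast expressing FUS under galactose induction, OD 0.005 in 2% galactose medium; compounds in a dilution series, 24 h at 30C. Growth rescue by absorbance at 600 nm; CP55940 positive control, DMSO negative.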
# Abeta rescue: qHTS for compounds that reverse cellular toxicity of Amyloid beta (A-beta) peptide in yeast: Primary Screen | actives 0.063% (n = 410,000) | yeast expressing A-beta42, growth rescue, OD600, 48 h; response scale: 0% DMSO, 100% iron-clioquinol control | Potency, µM (top dose mostly 46.1 µM), without a hit: top-dose growth rescue, actives largely listed as activators; note: potency is the fitted concentration of half-maximal effect; nearly all actives have a fitted effect of over 55% in size
#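 Yeast A-beta toxicity model in growth medium with pinned compounds, 48 h at 30 C; growth read as absorbance at 600 nm. Normalized to FeCl3/clioquinol equimolar mix (positive) and DMSO (negative).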
# aSyn yeast inh: qHTS of alpha-syn Inhibitors. Yeast expressing alpha-synuclein, growth rescue, BacTiter-Glo, 24 h. Potency, µM (titrated, usually from 46.1 µM), for the others: at the highest dose growth rescue (activation), most hits filed as activators. actives 0.14% (n = 370,000); note: potency is the fitted concentration of half-maximal effect; % of control where 0% means no effect; nearly all actives have a fitted effect of over 65% in size
#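 Screening used galactose-induced yeast with toxic alpha-synuclein levels, exposed to compound for 24 hr at 30 deg C. Cell growth, read with BacTiter-Glo luminescence, gave the measured signal.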
# Akt phos inh: HTS Assay for Inhibitors of Akt Phophorylation: Primary Screen; Neuro2A IGF-stimulated pAkt S473 HTRF, 20 min; active compounds read low; activity change, % for hits at 50 µM; actives 0.32% (n = 360,000); AID 651550, 2012; in the data active = activity change below about -80%; inconclusive = mostly about -51% to -80%; note: % is set by controls: 0 for no effect and ±100 for the full control effect
#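 Neuro2A cells in DMEM with 0.5% FBS, overnight at 37 deg C, given compound at single 50 µM final, then IGF (6 nM final) for 20 min at 37 deg C. Lysed; phospho-Akt Ser473 by HTRF after 24 h, 665/615 ratio.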
# TDP-43 yeast inh: qHTS of TDP-43 Inhibitors | TDP-43 expressing yeast growth rescue, BacTiter-Glo, 24 h | Potency, µM (series often up to 46.1 µM), for inactives: at the highest dose growth rescue (activation), usual class: activators | actives 1.8% (n = 410,000) | AID 652104, 2013; note: potency is the fitted concentration of half-maximal effect; % of control where 0% means no effect; nearly all actives have a fitted effect of over 50% in size
#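 Growth rescue of TDP-43-toxic yeast measured as ATP luminescence (BacTiter-Glo). Cells grown to mid-log in raffinose, induced in galactose at OD600=0.02, exposed to compound 24 hr at 30 deg C.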
# PTHR1 agonist: qHTS for PTHR1 Agonists: Primary Screen. Potency, µM (top dose mostly 115 µM), for the others: at the top dose activation, usual class: activators. actives 0.075% (n = 410,000). Parathyroid hormone/parathyroid hormone-related peptide receptor (Homo sapiens), Q03431. HEK293 GP2 PTHR1 cells, GloSensor cAMP luminescence, 1 h; note: potency is the fitted concentration of half-maximal effect; nearly all actives have a fitted effect of over 55% in size; some results filed as inactive show a strong effect at the top dose; inactives centre near -15; many of its hits are not listed in these tables
#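 HEK-293-derived GP2 cells expressing PTHR1 and a GloSensor cAMP reporter, 3,000/well, plated overnight, given luciferin plus IBMX (each 0.5 mM as added) for 1 h at 37 °C, then compound for 1 h at 37 °C. Luminescence was read after 15 min at room temperature.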
# D3 antag: qHTS of D3 Dopamine Receptor Antagonist: qHTS | D3R cells, DiscoveRx beta-arrestin luminescence, antagonist mode; active compounds read low | max response, negative = inhibition, % | actives 2.5% (n = 360,000) | AID 652054, 2013; in the data active = max response below about -50%; inconclusive = no clear call, values can overlap the other calls; note: % is set by controls: 0 for no effect and ±100 for the full control effect; mostly tested at two doses, the higher about 12 µM
# Target sequence (P35462 whole entry, looked up): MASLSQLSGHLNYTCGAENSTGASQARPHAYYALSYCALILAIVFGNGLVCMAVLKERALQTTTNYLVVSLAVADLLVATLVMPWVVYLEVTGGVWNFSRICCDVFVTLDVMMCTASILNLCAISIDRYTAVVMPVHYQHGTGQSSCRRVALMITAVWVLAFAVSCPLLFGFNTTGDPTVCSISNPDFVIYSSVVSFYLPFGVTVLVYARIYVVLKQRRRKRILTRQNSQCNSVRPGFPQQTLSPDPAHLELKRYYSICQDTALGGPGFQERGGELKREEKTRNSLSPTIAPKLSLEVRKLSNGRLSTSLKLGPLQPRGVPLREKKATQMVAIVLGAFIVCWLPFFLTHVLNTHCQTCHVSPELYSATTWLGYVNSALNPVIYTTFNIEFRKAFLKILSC
#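 Cells expressing the human receptor were seeded at 1500 cells/well, incubated overnight at 37 degrees C in 5% CO2, then exposed to library compounds with dopamine controls for 90 minutes at 37 degrees C before luminescent detection.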
# GLP1R inv ag: qHTS of GLP-1 Receptor Inverse Agonists (Inhibition Mode); Potency, µM (titrated, usually from 38.3 µM), inactives show at the top dose activity change, negative = inhibition, hits mostly inhibitors; actives 1.6% (n = 410,000); AID 624417, 2012; Glucagon-like peptide 1 receptor (Homo sapiens), P43220; HEK293 GLP-1R CRE-luciferase, luminescence, 24 h; GLP-1R form is constitutively active; note: potency is the fitted concentration of half-maximal effect; % is set by controls: 0 for no effect and ±100 for the full control effect; nearly all actives have a fitted effect of over 55% in size
#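 Constitutively active GLP-1R drives a cAMP-responsive luciferase in stably transfected HEK293 cells; test compounds are added after overnight (12 h) attachment and left 24 hr, and signal loss in luminescence marks inhibition.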
# An asterisk follows results filed as active; i = inactive; u = inconclusive; x = no result given; & = joins results of further samples; [ ] = dose if it differs, or a comment. Unless noted, calls come from the whole dose curve; as a rule, active = well fitted curve in the direction sought with a large enough effect; inconclusive = small, poorly fitted or top-dose-only effect, or another doubt; inactive = no such curve, though single readings can be large; an effect the other way counts as inactive or inconclusive. A portion of the library; the hit share may differ from the screen's.
1	CC1(NC(=O)NCCCCCCNC(=O)NC2(C)CCS(=O)(=O)C2)CCS(=O)(=O)C1 (stereo not given)
2	NS(=O)(=O)c1ccc(-c2ccc(C=O)o2)cc1
3	CCc1ccc(NC(=S)N(CCN2CCOCC2)Cc2ccccc2F)cc1
4	Cn1ccc2c(-c3ccc(F)nc3)cc3c(c21)C1CCC3O1 (stereo not given)
5	CCN(CC)S(=O)(=O)c1ccc(N/N=C(\C)c2ccc3c(c2)OCO3)c([N+](=O)[O-])c1
6	Cc1ccc(CNC(=O)c2ccc(CS(=O)(=O)c3ccccc3C)o2)cc1
7	O=C(NC1CC2CCCC(C1)N2C(=O)N1CCCCC1)C1CCCCC1 (stereo not given)
8	Cc1cc(=O)[nH]c2c(C)cc(S(=O)(=O)N3CCCCC3)cc12
compound no.,1,2,3,4,5,6,7,8
Akt phos inh,i,i,i,i,i,i,i,i
D3 antag,18,5,-18,-23,u,-22,1,1
GLP1R ag,2%,3%,11%,13%,-1%,12%,-8%,1%
Abeta rescue,7%,-12%,14%,24%,-9%,4%&-6%,19%,7%
TDP-43 yeast inh,24%,5%,-1%,u,-14%,-8%&9%,13%,9%
PTHR1 agonist,i,-6%,-14%,-3%,i,-17%&-22%,i,i
GLP1R inv ag,5%,7%,u,18%,2%,-29%&-13%,1%,20%
aSyn yeast inh,-1%,7%,-1%,1%,-26%,1%,3%,-3%
FUS yeast rescue,-7%,-18%,19%,6%,26%,-3%&19%,-4%,-3%

# Results in D3 antag, GLP1R ag and aSyn yeast inh, for some of the entries so far:
entry	compound	D3 antag	GLP1R ag	aSyn yeast inh
3	CCc1ccc(NC(=S)N(CCN2CCOCC2)Cc2ccccc2F)cc1	-18	11%	-1%
4	Cn1ccc2c(-c3ccc(F)nc3)cc3c(c21)C1CCC3O1 (stereo not given)	-23	13%	1%
8	Cc1cc(=O)[nH]c2c(C)cc(S(=O)(=O)N3CCCCC3)cc12	1	1%	-3%

# The list continues:
9	Cc1cc(C)n(CCC(=O)N=Nc2c(O)[nH]c3ccccc23)n1
10	COc1ccccc1-c1sc2cc3c(cc2c1C#CCO)OCO3
11	COc1ccc(N(C(=O)c2ccccc2)S(=O)(=O)c2ccc3c(c2)n(C)c(=O)n3C)cc1
12	C=CCC[C@@H](Cc1ccc(F)cc1)C(=O)OC[C@@H](C)NC(=O)[C@H](CC=C)CC(=O)N(CCO)Cc1ccccc1
13	CC(C)[C@H](NC(=O)OC(C)(C)C)c1cc(C(=O)NCCO)c(N)s1
14	COc1ccc(-c2c(C#Cc3ccccc3)c3ccccc3n2C)cc1
15	NC1=NC(c2ccc([N+](=O)[O-])cc2)N(c2ccc(F)cc2)C(N)=N1 (stereo not given)
16	CCC(C)[C@H]1CN=C(N)N1CCc1cccc2ccccc12 (stereo not given in full)
compound no.,9,10,11,12,13,14,15,16
Akt phos inh,i,i,x,i,i,i,i,i
D3 antag,2,-12,x,27,-4,26,5,-12
GLP1R ag,0%,-3%,x,3%,x,20%,1%,-4%
Abeta rescue,-8%,2%,-3%,-6%,-11%,-1%,-16%,-17%
TDP-43 yeast inh,9%,22µM*,13%,26%,-16%,8%,-11%,0%
PTHR1 agonist,i,-6%,i,-94%[inhibitor],-23%,-30%,-7%,-15%
GLP1R inv ag,6%,2%,10%,u,18%,u,13%,-20%
aSyn yeast inh,-9%,0%,x,-12%,-2%,6%,-4%,-4%
FUS yeast rescue,-13%,u,9%,u,u,22%,10%,-22%

# Looked up above.
# Reading of entry 15 under PTHR1 agonist: -7%
# Reading of entry 16 under PTHR1 agonist: -15%
# Reading of entry 10 under D3 antag: -12
# Reading of entry 11 under Abeta rescue: -3%

# (listing goes on)
17	CN(C)C(CNC(=O)CCc1nc2cc(Cl)ccc2n(Cc2ccccc2)c1=O)c1ccccc1 (stereo not given)
18	CC(=O)Nc1ccc(Nc2nc(C)nc3c2nnn3Cc2ccccc2Cl)cc1
19	COc1ccc(N2CCN(CCCNC(=O)c3cnn(-c4ccc(C)cc4)c3-n3cccc3)CC2)cc1
20	Cc1ccc(OC(=O)CCc2c(C)nc3ncnn3c2C)cc1
21	Cc1ccc(C2c3sc(=O)[nH]c3SC3C(=O)NC(=O)C32)cc1 (stereo not given)
22	COc1ccc(NC(=O)c2sc3nc4c(cc3c2N)CN(Cc2ccccc2)CC4)c(OC)c1
23	COc1ccc2c(c1)[nH]c1c(N3CCN(Cc4ccc5c(c4)OCO5)CC3)ncnc12
24	CCOc1ccc(CCNc2ncnc3onc(-c4ccc(Cl)cc4)c23)cc1OCC
compound no.,17,18,19,20,21,22,23,24
Akt phos inh,i,i,x,i,i,x,i,x
D3 antag,-25,-74*,x,16,0,x,42,x
GLP1R ag,5%,5%,x,-12%,-9%,x,-3%,-1%
Abeta rescue,-2%,-18%,-3%,20%,-5%,8%,-5%,0%
TDP-43 yeast inh,-18%,-20%,-5%,-3%,-9%,u,19%,u
PTHR1 agonist,i,0%,-27%,-5%[57.5 µM],-21%[57.5 µM],-30%[inhibitor],-31%,-83%[inhibitor]
GLP1R inv ag,u,u,u,4%,1%,u,u,-5%
aSyn yeast inh,8%,-6%,x,1%,5%,-2%,1%,x
FUS yeast rescue,47%,1%,8%,24%,-1%,45%,x,2%

25	O=C(N/N=C/c1ccco1)c1ccc(NC(=O)c2ccc(Cl)cc2)cc1
26	CCc1nn(CC(=O)N(CC)Cc2ccccc2)c(=O)c2cc3occc3n12
27	Cc1c(C(=O)OCCN2CCCCC2)oc2ccccc12
28	CCN1C(=O)C(CC(=O)Nc2ccc(Cl)cc2)N(NC(=O)c2ccncc2)C1=S (stereo not given)
29	COc1ccccc1Nc1nn2c(=O)c3ccc(C(=O)NC4CCC(C)CC4)cc3nc2s1 (stereo not given)
30	COc1ccc(-c2cc(C(F)F)n3ncc(C(=O)NCC4CCCO4)c3n2)cc1 (stereo not given)
31	Cc1ccc(N2C(N)=C(C#N)C3(C(=O)N(C)c4ccccc43)C3=C2CC(C)(C)CC3=O)cc1Cl (stereo not given)
32	CCOC(=O)C1(Cc2ccccc2C)CCCN(C(=O)c2cc(C3CC3)[nH]n2)C1 (stereo not given)
compound no.,25,26,27,28,29,30,31,32
Akt phos inh,i,x,i,i,x,i,i,i
D3 antag,-12,x,-61*,1,x,-26,49,-10
GLP1R ag,2%,x,4%,0%,-4%,3%,-8%,9%
Abeta rescue,-1%,-5%,-6%,5%,-25%,1%,0%,6%
TDP-43 yeast inh,-16%,25%,-2%,1%,7%,-5%,15%,-17%
PTHR1 agonist,-11%,-11%,i,i,i,-14%[57.5 µM],i,-3%
GLP1R inv ag,16%,1%,0%,-13%,12%,6%,u,-5%
aSyn yeast inh,-1%,x,-1%,2%,-6%,0%,-1%,5%
FUS yeast rescue,54%,17%,22%,-1%,-10%,7%,9%,20%

33	COc1ccc(NC(=O)c2ccccc2NC(=O)C2CCCCC2C(=O)O)cc1 (stereo not given)
34	COc1ccc(OC)c(C2C=C(C34CC5CC(CC(C5)C3)C4)NC(=S)N2)c1 (stereo not given)
35	COC(=O)[C@H](CCSC)NC(=O)N1CCN(c2cccc(C(F)(F)F)c2)CC1
36	O=C1CCC(C(=O)N2CCSCC2)CN1CCc1ccccc1 (stereo not given)
37	CCCCNC(=O)C1(N2C(=O)c3ccccc3C2=O)CCCC1
38	O=S(=O)(Nc1cccc(-c2ccc(N3CCCCCC3)nn2)c1)c1ccc(F)cc1
39	COc1ccc(Cc2nc(-c3cccnc3)no2)cc1OC
40	Cc1cccc(C(=O)NC(=S)NNC(=O)Cc2ccccc2)c1
compound no.,33,34,35,36,37,38,39,40
Akt phos inh,i,i,i,i,i,i,i,i
D3 antag,7,u,u,-1,u,-12,-5,-7
GLP1R ag,0%,8%,3%,-7%,0%,8%,9%,5%
Abeta rescue,6%,u,3%,-10%,-5%,-6%&6%,-6%,-70%[inhibitor]
TDP-43 yeast inh,0%,-18%,0%,2%,-10%,-5%&17%,14%,-71%[inhibitor]
PTHR1 agonist,10%,-1%,10%,12%,-22%,-88%&-26%[inhibitor],-48%[inhibitor],0%
GLP1R inv ag,7%,u,-6%,u,-9%,u,114%[activator],1%
aSyn yeast inh,1%,2%,15%,-6%,-6%,5%,-5%,-21%
FUS yeast rescue,-9%,53%,u,-11%,9%,u,-8%,u

41	O=C(CN1CCN(S(=O)(=O)c2ccccc2)CC1)NCCc1ccccc1
42	Cc1cc(=O)oc2cc(OCC(=O)Nc3ccc(F)cc3F)ccc12
43	O=C(NN=Cc1c[nH]c2ccccc12)NN=Cc1c[nH]c2ccccc12
44	O=C(NNC(=O)c1ccc2ccccc2c1)c1ccc(Cl)cc1
45	CC(C)(C)NC(=O)CSC(=Nc1cccc(F)c1)NC#N
46	Cc1nn(-c2ccc(F)cc2)c(-n2cccc2)c1C(=O)N1CCN(c2ccccc2)CC1
compound no.,41,42,43,44,45,46
Akt phos inh,i,i,i,i,i,x
D3 antag,-5,9,-10,u,-9,x
GLP1R ag,-4%,0%,3%,4%,-4%,4%
Abeta rescue,7%,-6%,-13%,-5%,-2%,-18%
TDP-43 yeast inh,-2%,-28%,6%,-16%,-3%,u
PTHR1 agonist,-9%,i,i,i,-17%[57.5 µM],-36%[inhibitor]
GLP1R inv ag,-33%,4%,u,7%,9%,0%
aSyn yeast inh,1%,1%,-6%,-1%,0%,8%
FUS yeast rescue,18%,16%,16%,3%,31%,14%
